Compound activity: PubChem BioAssay, National Center for Advancing Translational Sciences (NCATS)
B2AR arrestin – agonists driving beta-arrestin recruitment to human beta2-adrenergic receptor; beta-arrestin recruitment to beta2AR, cell-based reporter; Potency, µM (series often up to 46.1 µM), for inactives: at the top dose activation, most hits filed as activators; 330,000 compounds, 0.02% hits;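 note: potency is the fitted concentration of half-maximal effect; 0% = DMSO controls and full agonism = EC100 isoproterenol or metaproterenol; nearly all actives have a fitted effect of over 65% in size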
GALK inh – blocks human galactokinase activity; P51570; Purified GALK, Kinase-Glo residual ATP luminescence; Potency, µM (series often up to 57.5 µM), for the others: at the top dose activity change, negative = inhibition, actives largely listed as inhibitors; 270,000 compounds, 0.007% hits; note: potency is the fitted concentration of half-maximal effect; % is set by controls: 0 for no effect and ±100 for the full control effect
Target sequence (P51570 whole entry, looked up): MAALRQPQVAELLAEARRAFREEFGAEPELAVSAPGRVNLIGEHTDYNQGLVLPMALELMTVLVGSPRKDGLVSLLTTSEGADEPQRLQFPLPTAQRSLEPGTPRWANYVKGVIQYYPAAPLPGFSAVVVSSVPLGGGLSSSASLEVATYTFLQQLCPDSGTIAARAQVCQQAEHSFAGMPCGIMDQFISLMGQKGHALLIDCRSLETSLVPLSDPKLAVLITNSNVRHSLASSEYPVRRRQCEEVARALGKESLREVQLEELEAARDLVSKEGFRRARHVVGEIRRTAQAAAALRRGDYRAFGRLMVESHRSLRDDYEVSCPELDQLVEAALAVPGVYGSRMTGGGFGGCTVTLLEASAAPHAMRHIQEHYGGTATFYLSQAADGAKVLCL
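Compounds were pin-transferred into ATP buffer (35 uM final), then GALK plus galactose (5 nM, 100 uM final) was added. After 1 h at room temperature, Kinase-Glo Plus was added and luminescence read after 10 min.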
Integrin act MD – integrin-mediated muscular dystrophy alleviation activation. alpha7betagal myoblasts, beta-gal FDG fluorescence, 48 h. Potency, µM (titrated, usually from 38.3 µM), for inactives: at the highest dose activation, actives largely listed as activators. 350,000 compounds, 0.064% hits;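 note: potency is the fitted concentration of half-maximal effect; 100% = response of the positive control SU9516; nearly all actives have a fitted effect of over 60% in size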
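Alpha7betagal+/- myoblasts (passage 13) were plated 16-24 hr, then exposed to compounds (1:260 dilution of DMSO stock) for 48 hours at 37C. After MPER lysis, β-galactosidase reporter activity was read as FDG fluorescence (ex 480/em 540) after 30 minutes.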
ASM inhibitor – blocks human secretory acid sphingomyelinase | P17405 | placental ASM, HMU-PC fluorogenic substrate, 60 min | Potency, µM (highest dose often 57.5 µM), for the others: at the highest dose activity change, negative = inhibition, hits mostly inhibitors | 340,000 compounds, 0.006% hits; note: potency is the fitted concentration of half-maximal effect
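Fluorogenic HMU-PC substrate (9 uM final) is turned over by placental ASM in 60 min at 37 C after a 10 min compound preincubation. Reaction ended by alkaline stop (pH 10), with fluorescence read at 386/447 nm.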
PKM2 activator – activators of human pyruvate kinase M2; purified PKM2, Kinase-Glo ATP luminescence, activation; response scale: 0% is enzyme alone, no compound; 260,000 compounds, 0.34% hits; Potency, µM (titrated, usually from 57.5 µM), for inactives: at the highest dose activation, most hits filed as activators; note: potency is the fitted concentration of half-maximal effect; % is set by controls: 0 for no effect and ±100 for the full control effect; nearly all actives have a fitted effect of over 55% in size
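Purified hPK-M2 (>95%) run at intermediate activity with 0.1 mM ADP and 0.5 mM PEP in 50 mM imidazole pH 7.2, KCl, MgCl2; 1 h room temperature. ATP formed read by Kinase-Glo luminescence; normalized to uninhibited and no-enzyme controls.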
TSG101-PTAP inh – blocks PTAP/TSG101 interaction to inhibit HIV-1 budding; Q99816; Fluorescence polarization, FITC-PTAP peptide / Tsg101 binding; Potency, µM (titrated, usually from 115 µM), for inactives: top-dose activity change, negative = inhibition, usual class: inhibitors; 340,000 tested, under 10 active; active = well fitted inhibition curve with a large enough effect in the main read-out, with a control signal flat, not every such curve was filed as active; inconclusive = small, poorly fitted or top-dose-only effect, or effect the other way, or a change in a side signal; inactive = no such curve, though single readings can be large or run the other way; note: potency is the fitted concentration of half-maximal effect; % of control where 0% means no effect
Target sequence (Q99816 whole entry, looked up): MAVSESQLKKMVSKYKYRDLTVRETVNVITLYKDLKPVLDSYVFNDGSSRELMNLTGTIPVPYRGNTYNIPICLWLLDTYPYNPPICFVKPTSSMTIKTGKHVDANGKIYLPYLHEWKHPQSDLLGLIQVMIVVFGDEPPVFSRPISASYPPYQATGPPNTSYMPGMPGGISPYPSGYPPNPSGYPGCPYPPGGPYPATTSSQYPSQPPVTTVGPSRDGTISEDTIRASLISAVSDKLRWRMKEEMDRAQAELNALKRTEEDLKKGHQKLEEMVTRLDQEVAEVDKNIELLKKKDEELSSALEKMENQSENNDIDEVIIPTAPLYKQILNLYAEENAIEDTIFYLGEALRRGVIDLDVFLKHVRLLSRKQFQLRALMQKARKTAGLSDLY
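Fluorescence anisotropy tracks displacement of a FITC-tagged PTAP peptide (50 nM) from the Tsg101 binding domain (10 uM), following a 20 min room-temperature incubation at pH 7.5.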
BCR signal inh – blocks chronic active B-cell receptor signaling; ABC-DLBCL IkBa-CBG/CBR reporter, luminescence ratio, 4 h; Potency, µM (top dose mostly 46.1 µM), for inactives: at the highest dose ratio change, negative = lower green/red ratio, hits mostly inhibitors; 340,000 compounds, 0.05% hits; AID 493014; active = well fitted inhibition curve with a large enough effect in the signal ratio, with a control signal flat, not every such curve was filed as active; inconclusive = small, poorly fitted or top-dose-only effect, or effect the other way, or a change in a side signal; the % refers to the signal ratio;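 note: potency is the fitted concentration of half-maximal effect; plate controls were basal doxycycline-induced cells for no effect and cells given 10 µM MG132 for full effect; MG132 reads +100%, hits lower the ratio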
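Cell line TMD8 (human ABC DLBCL), stably expressing tet-inducible CBG68-IkBa fusion and CBR; IMDM/0.5% FBS; cpd up to 46 uM; dox induction, 4 h, 37C/5% CO2; dual luminescence; green/red ratio; MG132 control.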
Menin MLL FP TR – displaces Texas Red mutant MLL peptide from human menin; O00255; Menin + Texas Red MLL mutant peptide, fluorescence polarization; Potency, µM (series often up to 61.6 µM), without a hit: top-dose FP activity change, negative = inhibition, most hits filed as inhibitors; 270,000 compounds, 0.23% hits; AID 1768; active = well fitted inhibition curve with a large enough effect in the polarisation, with a control signal flat, not every such curve was filed as active; inconclusive = small, poorly fitted or top-dose-only effect, or effect the other way, or a change in a side signal; inactive = no such curve, though single readings can be large or run the other way; the % refers to the polarisation; note: potency is the fitted concentration of half-maximal effect; % of control where 0% means no effect; many of its hits are not listed in these tables
Tb PFK block – blocks T. brucei phosphofructokinase | 330,000 compounds, 0.17% hits | Potency, µM (top dose mostly 57.5 µM), without a hit: top-dose activity, negative = inhibition, usual class: inhibitors | T. brucei PFK, ADP-Glo luminescence | O15648;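 note: potency is the fitted concentration of half-maximal effect; 0% = uninhibited 1x PFK enzyme wells and -100% = no-enzyme wells; nearly all actives have a fitted effect of over 60% in size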
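PFK 1.25 nM, F6P 0.5 mM, ATP 0.1 mM, 0.1 M TEA pH 8.0, 5 mM MgCl2, 0.01% Tween20, 0.1% BSA; 45 min RT. ADP-Glo readout. qHTS titration up to 57 uM; curves fitted, compounds curve-classed.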
FBPA coupling cs – inhibits coupling enzyme system, counter-screen for aldolase hits | activity change, negative = inhibition, % at 58.2 µM, hits read low | 290,000 compounds, 0.67% hits | AID 2472 | coupling enzyme system counterscreen, AmpLite Red fluorescence; in the data active = activity change below about -30%; note: % is set by controls: 0 for no effect and ±100 for the full control effect
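Fluorescence at 525 nm excitation and 598 nm emission measured inhibition of the coupled detection system without aldolase. Compounds (at 57.5 uM final) were preincubated 10 min at room temperature with coupling enzyme reagent before a 20 min substrate/AmpLite Red step.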
Giardia killer – kills Giardia lamblia | Giardia lamblia trophozoite viability | activity change, % at 7.66 µM, hits read low | 340,000 compounds, 0.15% hits | AID 540267; in the data active = activity change below about -80%; inconclusive = between about -30% and that limit;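 note: parasites exposed to compound for two days anaerobically before the ATP read; % is set by controls: 0 for no effect and ±100 for the full control effect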
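Giardia trophozoites, 100 cells per well, were exposed to compounds for 48 hrs at 37 deg C under anaerobic conditions; viability was then read as ATP content by bioluminescence after 15-30 min at room temperature.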
* marks the source's active call; other numbers are inactive results; ? = inconclusive; . = not tested or not shown; [ ] = another dose, or the depositor's remark. Unless noted, calls come from the whole dose curve; as a rule, active = well fitted curve in the direction sought with a large enough effect; inconclusive = small, poorly fitted or top-dose-only effect, or another doubt; inactive = no such curve, though single readings can be large; an effect the other way counts as inactive or inconclusive.

SMILES	B2AR arrestin	GALK inh	Integrin act MD	ASM inhibitor	PKM2 activator	TSG101-PTAP inh	BCR signal inh	Menin MLL FP TR	Tb PFK block	FBPA coupling cs	Giardia killer
Cc1ccc(-n2c(=O)c3c(C)c(C)sc3n(Cc3cc(=O)n4ccccc4n3)c2=O)cc1C	0.0%	0%	-7%	-2%	-1%	-2%	-4%	-4%	10%	-11	13
COc1cc(CNCc2ccccn2)ccc1OCc1cccc(Cl)c1	-0.3%	-3%	-40%	-2%	-14%	-4%	?	.	-2%	-1	9
COc1ccc(CN2CCOCC2)cc1OC	0.0%	0%	2%	-1%	-5%	-2%	-9%	0%	0%	0	34[activator]
Cc1cc(OCC(=O)NCCN2CCOCC2)cc(C)c1Br	-1.2%	4%	-1%	2%	-3%	-3%	-7%	-8%	1%	-5	-11
CC(=O)N1CCN(c2ccc(NC(=O)c3ccc(N4CCCC4)c([N+](=O)[O-])c3)cc2Cl)CC1	-0.4%	0%	-18%	-14%	-1%	-7%	6%	22%	0%	-1	-9
Cn1c(=O)c2c(nc(NCc3ccc4c(c3)OCO4)n2Cc2ccccc2F)n(C)c1=O	0.1%	-7%	-57%[inhibitor]	-8%	12%	-7%	?	-20%	-4%	1	-11
COc1cccc(NC(=O)c2ccc3c(c2)N(CC(=O)N2CCCCC2)C(=O)C(C)(C)O3)c1	-0.1%	-3%	29%[7.66 µM]	5%	-2%	2%	?	-11%	0%	0	5
NS(=O)(=O)c1ccc(CCNC(=O)CSc2ccccc2)cc1	0.4%	-2%	3%	-1%	6%	-5%	-2%	0%	9%[0.46 µM]	-2	-8
N#Cc1ccccc1OCC(=O)Nc1nnc(C2CC2)s1	0.3%	.	15%	4%	.	-5%	?	.	-2%	.	-3
C=CCn1c(Cc2cccs2)nnc1SCC(=O)c1cccc(Br)c1	-0.7%	-1%	-21%	-3%	7%	-14%	6%	-21%	-4%	-2	7
Cc1c(C(=O)N2CCC(Cc3ccccc3)CC2)cccc1[N+](=O)[O-]	-0.1%	0%	14%	0%	1%	-1%	8%	2%	1%	-7	1
CN(C)CCNc1nc2c(c(=O)[nH]c(=O)n2C)n1CCCc1ccccc1	-2.2%	1%	3%	4%	1%	0%	5%	7%[11.7 µM]	-3%	1	-16
CC(C)CC(=O)N1CCN(C(=O)CCC2CCCC2)CC1	0.0%	4%	-13%	4%	5%	-1%	0%	1%	-8%	3	1
CCC(C)C(NC(=O)OC(C)(C)C)C(=O)NC(Cc1ccccc1)C(=O)OC (stereo not given)	0.4%	-1%	1%	0%	-3%	-4%	2%	-5%	1%	2	-20
CC(=O)Cc1cc2cc([N+](=O)[O-])ccc2oc1=O	0.8%	-1%	24%	1%	12%	-1%	7%	.	19%	3	4
CCCOc1ccccc1/C=C(\C#N)C(=O)Nc1cccnc1	5.6%	-1%	-13%	0%	2%	-1%	6%	.	-3%	0	9
CC(C)NC(=O)c1onc(CSc2cccc3ccccc23)c1C(=O)O	0.5%	-5%	8%	11%	-3%	0%	16%	?	1%	13	-22
CCC(/C=N/NC(=O)C(=O)N/N=C/C(CC)CC)CC	-0.5%	4%	22%	4%	-1%	-4%	?	0%	-2%	-3	3
COc1cc(/C=N/NS(=O)(=O)c2ccc(C)c([N+](=O)[O-])c2)ccc1O	0.0%	8%	-15%	-3%	3%	-5%	-17%	15%	-4%	2	-5
COc1ccc(Cl)cc1N1C(=O)CC(Sc2ccccc2N)C1=O (stereo not given)	-0.3%	-1%	-7%	-3%	-2%	-7%	-2%	.	3%	1	2
COCCSc1ccccc1C(=O)Nc1ccccc1C(C)C	0.2%	1%	-19%	1%	1%	-2%	?	-26%	-6%	0	7
CN1C(=S)SC(N(O)C(=O)NC2CCCCC2)C1(C)C (stereo not given)	-0.4%	1%	3%	4%	-2%	-6%	6%	6%	-4%	4	4
CC1=NCCN1CCNC(=O)Nc1ccc(F)cc1	5.5%	-1%	12%	0%	-4%	0%	?	.	-4%	1	0
CC(C)(c1ccccc1)c1ccc(OCCCNCCO)cc1	-0.1%	-3%	-53%[inhibitor]	-1%	0%	0%	-13%	?	0%	0	8
O=C(Nc1cccnc1)c1ccc(NS(=O)(=O)c2cc([N+](=O)[O-])ccc2Cl)cc1	3.6%	-2%	3%	-1%	2%	-3%	1%	.	1%	-1	0

Next part:
SMILES	B2AR arrestin	GALK inh	Integrin act MD	ASM inhibitor	PKM2 activator	TSG101-PTAP inh	BCR signal inh	Menin MLL FP TR	Tb PFK block	FBPA coupling cs	Giardia killer
CN(C)C(=O)c1ccc(Nc2ncnc3sc4c(c23)CCCCC4)cc1	-1.0%	13%	-26%	0%	6%	-7%	?	-9%	1%	2	-11
Cc1ccccc1C(=O)N1CCN(c2ccc(NC(=O)c3ccc4c(c3)OCO4)cc2)CC1	-0.5%	1%	10%	0%	2%	-6%	?	-2%	-1%	3	3
COCCN(C(=O)COC(=O)/C(=C/c1ccccc1)NC(C)=O)c1c(N)n(Cc2ccccc2)c(=O)[nH]c1=O	0.0%	0%	?	0%	.	1%	-5%	.	-12%	.	-16
Cc1nc2c(N=Nc3ccccc3F)c(N)nn2c(N)c1C#N	-0.2%	4%	-2%	-10%	1%	-1%	11%	28%	-1%	4	?
COc1ccc(C(=O)/C=C2/Sc3cc4c(cc3N2C)OCO4)cc1	-0.8%	1%	8%	148%[activator]	-20%	-14%	-8%	-17%	0%	0	-18
O=C(Cn1cnc2ccccc2c1=O)NCCC(=O)Nc1ccc2c(c1)OCO2	-1.1%	9%	?	2%	.	-1%	-3%	14%	0%	1	1
Cc1ccc(CNC(=O)C2CCN(S(=O)(=O)N3CCC4(CC3)OCCO4)CC2)cc1	0.0%	.	13%	.	4%	3%	?	6%	2%	2	22
CCOC(=O)C1C(c2ccc(OC)c(OC)c2)c2c([nH][nH]c2=O)CC1(C)O (stereo not given)	-0.6%	-1%	-13%	-4%	3%	-6%	7%	.	0%	0	-4
Cc1sc(N2CCN(S(=O)(=O)c3ccc4c(c3)NC(=O)CO4)CC2)nc1-c1ccccc1	0.3%	-1%	2%	-4%	.	-4%	1%	.	7%	.	-3
O=C1CSC(c2ccccc2O)N1Cc1ccccc1 (stereo not given)	0.2%	-2%	-37%	5%	.	-4%	-7%	3%	0%	0	-27
CN1C(=O)C2C3c4ccccc4C(c4ccccc43)[C@@H]2C1=O (stereo not given in full)	0.2%	-3%	-2%	6%	.	-1%	2%	7%	4%	-1	-20
COc1ccc(-c2nnn(CC(=O)N(CC(=O)NC3CCCC3)c3ccccc3F)n2)cc1OC	0.2%	6%	-30%	3%	.	-4%	-2%	-14%	2%	1	-1
COc1ccc(Nc2nc(C)cc(=O)[nH]2)c(OC)c1	0.0%	1%	18%	-2%	-8%	-7%	?	9%	-7%	13	13
CN(Cc1nc2ccccc2n1C)S(=O)(=O)c1ccc(F)cc1	0.2%	0%	-11%	1%	-16%	-3%	12%	-2%	-9%	0	12
CCCCN1CCNC[C@@H]1Cc1ccccc1	-0.1%	.	15%	8%	.	2%	-7%	.	-5%	.	-11
NNC(=O)CSc1cccc2cccnc12	-0.2%	.	13%	3%	2%	-1%	-7%	-8%	0%	7	14
CCOC(=O)Cn1nnc(-c2cc(OC)c(OC)c(OC)c2)n1	0.0%	-1%	-22%	1%	19%	-2%	-13%	3%	1%	0	?
NS(=O)(=O)c1ccc(NC(=O)c2ccc3c(c2)CCN3S(=O)(=O)c2ccccc2)cc1	-1.0%	6%	-16%	-10%	1%	-2%	-5%	25%	3%	-17	6
COc1cc(S(=O)(=O)NC2CCCCC2C)ccc1Cl (stereo not given)	-0.2%	0%	32%	-10%	5%	-8%	22%	1%	1%	7	2
Cc1ccc(C(=O)NCC(=O)OCC(=O)c2c(N)n(C)c(=O)n(C)c2=O)cc1C	-0.1%	.	4%	0%	.	-2%	3%	.	25%	.	41[activator]
CCCCN(CC)C(=O)Cn1ncc2c3ccccc3n(CCC)c2c1=O	-0.2%	-1%	-22%	44%	.	-3%	-5%	?	1%	0	-15
Fc1ccc(/C=N/n2c(C3CCCCC3)n[nH]c2=S)cc1	-0.1%	-3%	-19%	-6%	.	-5%	?	-19%	-22%	-2	-15
COc1ccc(-c2noc(N3CCC(C(=O)Nc4ccc(F)cc4)CC3)n2)cc1	0.1%	.	10%	-6%	27%	-4%	?	11%	0%	3	10

Only part of the results is shown. The share of hits here may be higher or lower than overall.
